Compound activity deposited in PubChem by several laboratories.
HIV RNase H inh = blocks HIV-1 RNase H cleavage of RNA/DNA duplex; AID 565; P04585; RT-RNase H RNA/DNA duplex cleavage, fluorescence; inhibition, % at 10 µM; hit rate 1.9% among 65,000; in the data active = inhibition above about 50%
RmlC RmlD mix = mixture blocks RmlC and RmlD coupled enzyme activity; RmlC/RmlD coupled enzyme inhibition, 384-well mixture HTS; inhibition, % at 5.5 µM; hit rate 0.39% among 110,000; in the data active = inhibition above about 30%, passing the limit was not always enough; inconclusive = no clear call, values can overlap the other calls; note: strong numbers were not always called active
An asterisk follows results filed as active; ? = inconclusive; . = no result given. Some of the compounds tested; the hit share may differ from the screen's.

| SMILES | RmlC RmlD mix | HIV RNase H inh |
| --- | --- | --- |
| COC(=O)C1=C(C)N=C2SCCC(=O)N2C1c1ccc(C(=O)OC)cc1 (stereo not given) | -5.1 | 2.2 |
| Cc1ccc(CNc2cc(-c3nn4c(C)nnc4s3)ccc2C)s1 | -5.7 | -16.1 |
| O=C(CSc1nc2cccnc2n1Cc1ccccc1)NC1CCCCC1 | -7.8 | . |
| Cc1ccccc1C(=O)Nc1ccccc1C(=O)N/N=C\c1ccco1 | -12.5 | . |
| O=c1c(Cl)c(N2CCN(S(=O)(=O)c3ccc(F)cc3)CC2)cnn1-c1cccc(Cl)c1 | -3.8 | . |
| CC(NC(=O)c1ccccc1)C(c1cccs1)N1CCOCC1 (stereo not given) | -11.6 | . |
| S=C(NCCSCc1ccc(Cl)cc1Cl)Nc1ccccc1 | 7.6 | . |
| COc1cc(C2C3=C(Nc4ncnn42)c2ccccc2CC3)cc(OC)c1OC (stereo not given) | -8.2 | -4.7 |
| COC(=O)[C@@]1(Cc2ccc(F)cc2)[C@H]2c3cc(C(=O)N(C)C)n(Cc4ccc(OC)c(OC)c4)c3C[C@H]2CN1C(=O)c1ccccc1 | 7.4 | . |
| O=C(NCc1ccco1)C(c1cccnc1)N(C(=O)Cn1nnc2ccccc21)c1ccccc1 (stereo not given) | 5.6 | -9.3 |
| COc1ccc(C2C(C(N)=O)=C(C)Nc3nc(-c4ccccc4Cl)nn32)c(OC)c1 (stereo not given) | -8.8 | -13.9 |
| Cn1c(CNc2ccccn2)c(C#N)c2ccccc21 | -12.8 | -9.9 |
| COc1cc(OC)c(NC(=O)CCc2ccccc2)cc1Cl | -30.4 | . |
| C[n+]1c2n(c3ccccc31)N=C(c1ccc(Br)cc1)CS2 | 4.1 | . |
| COC(=O)c1c(C)[nH]c(C(=O)COC(=O)Cc2ccc3c(c2)OCCO3)c1C | -1.6 | -55.5 |
| Cn1c(SCC(=O)Nc2ccc(F)cc2)nnc1-c1cccnc1 | -10.4 | -9.2 |
| O=C(O)C1C2C=CC(C2)C1C(=O)Nc1ccc(C(=O)N2CCCCC2)c(Cl)c1 (stereo not given) | -1.8 | 1.6 |
| CCOC(=O)N1CCC(NC(=O)c2ccc3c(c2)sc2nc(-c4ccc(OC)cc4)cn23)CC1 | . | 4.2 |
| O=C(CCN1C(=O)c2ccccc2S1(=O)=O)N1CCN(c2ccccc2)CC1 | 13.5 | -10.7 |
| COc1ccc(C(=O)NCc2cn3c(C)csc3n2)cc1OC | -18.7 | -2.2 |
| CC1=C(C(=O)OC(C)C)C(c2c(O)ccc3ccccc23)NC(=O)N1 (stereo not given) | -13.8 | -5.8 |
| COc1ccc(-c2csc(C)n2)cc1 | 4.8 | . |
| O=C(NCCN1CCOCC1)c1ccccc1[N+](=O)[O-] | -0.7 | . |
| CCc1ccc2c(c1)CCCN2C(=O)c1ccccc1C(=O)O | -1.2 | 2.2 |
| Cn1cc(S(=O)(=O)CC(=O)Nc2ccc(Br)cc2)c2ccccc21 | 5.0 | -6.0 |
| Cc1oc2c(O)c(O)ccc2c(=O)c1-c1cnn(-c2ccccc2)c1 | -7.8 | 34.6 |
| C=CCn1c(C)cc(C(=O)COc2ncnc3sccc23)c1C | -11.0 | -26.5 |
| Cc1ccc(OCCNC(=O)/C=C/c2ccco2)cc1C | -2.6 | . |
| Cc1ccc(-c2csc3ncn(CC(=O)N4CCOCC4)c(=O)c23)cc1C | 26.8 | . |
| CCOc1nc(Nc2ccc(-c3nc4ccccc4o3)cc2)nc(N2CCOCC2)n1 | . | -10.4 |
| CCN1C(=O)C2(C(C#N)=C(N)Oc3n[nH]c(COC)c32)c2ccccc21 (stereo not given) | -1.9 | 4.2 |
| Cc1nc(N2CCC(C)CC2)c2oc3ccccc3c2n1 | -14.5 | . |
| O=S(=O)(c1cccc(-c2nc3n(n2)Cc2ccccc2-3)c1)N1CCCC1 | 6.1 | -17.6 |
| C=CCOC(=O)CC(NC(=O)c1ccccc1)c1ccccc1 (stereo not given) | -11.8 | -6.0 |
| Cc1sc(NC(=O)c2ccco2)nc1-c1ccccc1 | -5.4 | . |
| Cc1noc(C)c1C(=O)NC1CCCc2ccccc21 (stereo not given) | -19.7 | -14.4 |
| COc1ccc(-c2nc(NC(=O)c3cc(C(C)(C)C)nn3C)sc2C)cc1 | -3.9 | 10.3 |
| N#CC1=C(N)NC(SCC(=O)O)=C(C#N)C12CCCC2 | -2.8 | 24.2 |
| CC1(C)[C@@H](O)CC[C@]2(C)[C@H]3C(=O)C=C4[C@@H]5C[C@@](C)(C(=O)O)CC[C@]5(C)CC[C@@]4(C)[C@]3(C)CC[C@@H]12 | -4.9 | . |
| O=C(Nc1ccc(-c2csc(-c3ccccc3)n2)cc1)c1ccccc1 | 5.9 | . |
| Cc1nn(Cc2c(F)c(F)c(F)c(F)c2F)c(C)c1NC(=O)c1ccc(COc2ccccc2Cl)cc1 | 12.8 | . |
| CCOC(=O)c1oc2ccccc2c1NC(=O)c1cc(OC)cc(OC)c1 | 5.9 | -34.6 |
| CCCCC(=O)NCCNc1nc2c(c(=O)n(C)c(=O)n2C)n1Cc1ccc(F)cc1 | -12.0 | 5.0 |
| CC1(C)CC[C@@]23CC[C@]4(C)[C@@](OC2=O)(C3C1)[C@H]1O[C@H]1C1[C@@]2(C)CC[C@H](O)C(C)(C)C2CC[C@]14C (stereo not given in full) | -10.3 | . |
| O=C(COc1cccc2ccccc12)NNC(=O)Nc1ccccc1 | 1.5 | . |
| O=C(CCN1CCCC1)Nc1ccccc1 | 6.2 | . |
| C=CCn1c(=O)c2ccccc2n2c(SCC(=O)NCc3cccs3)nnc12 | . | 1.9 |
| Cc1ccc(NC(=O)N2CCC(C(=O)NCc3ccccc3)CC2)cc1 | -6.6 | -7.5 |
| CC(C)NC(=O)C(=O)NCCc1ccc(Cl)cc1 | -8.5 | . |
| c1ccc2nc3c(cc2c1)CCCCCC3 | -8.8 | . |
| COC(=O)c1cc2oc(C)cc2n1CC(=O)Nc1ccc(C)c(C)c1 | -9.3 | 5.9 |
| O=C(Nc1ccc2c(c1)OCCO2)C1CCN(S(=O)(=O)c2cccc3nsnc23)CC1 | 5.5 | -12.1 |
| Cc1[nH]c2ccc(CNS(=O)(=O)c3ccc(S(=O)(=O)N4CCOCC4)cc3)cc2c1C | -2.8 | 7.1 |
| O=C(c1cccc(F)c1)N1CCN(CC2CC3C=CC2C3)CC1 (stereo not given) | -18.7 | 6.3 |
| Cn1c(=O)n(C)c2cc([N+](=O)[O-])c(N3CCN(C(=O)c4ccccc4)CC3)cc21 | 4.7 | . |
| COC(=O)c1ccccc1NC(=O)C1CCN(C(=O)c2cc(OC)c(OC)c(OC)c2)CC1 | -10.3 | . |
| Cc1ccc(S(=O)(=O)N2CCN(C(=O)CSc3nnc(C)s3)C2)cc1 | 1.3 | -10.0 |
| Clc1ccc(OCc2nnc(SCc3nnc(-c4ccccc4)o3)o2)c(Cl)c1 | 0.9 | -39.3 |
| Cc1ccc(CNC(=O)C23CN(Cc4ccccc4)CC2C(c2ccc([N+](=O)[O-])cc2)=NO3)cc1 (stereo not given) | ? | . |
| CCCn1c(NCc2cc(C)ccc2O)nc2ccccc21 | -6.8 | 12.3 |

The list continues.
| SMILES | RmlC RmlD mix | HIV RNase H inh |
| --- | --- | --- |
| CC(C)(C)c1cn(-c2ccc(F)cc2)c(=S)[nH]1 | 9.3 | . |
| O=c1c(C(c2nnnn2C2CCCCC2)N2CCCCC2)coc2ccc(Cl)cc12 (stereo not given) | 9.5 | -2.0 |
| C[C@H](NC(=O)NC1CCCc2ccccc21)C(=O)O (stereo not given in full) | 10.5 | . |
| O=C(Cc1c[nH]c2ccccc12)Nc1nc2ccccc2[nH]1 | -11.0 | 6.4 |
| N#Cc1sc2nc3c(c(-c4ccco4)c2c1N)CCCC3 | . | -16.8 |
| CCc1nc2sc3c(c2c(=O)n1N)CCC3 | 5.1 | -6.4 |
| CCOC(=O)COn1c(=O)c(-c2cccs2)[n+]([O-])c2ccccc21 | -6.4 | 17.0 |
| CCN(CC)CCCn1c(C)cc2c(c1=O)C(c1cc(OC)c(OC)cc1OC)C(C#N)=C(N)O2 (stereo not given) | 11.9 | -6.7 |
| COc1ccc(-n2c(=O)cc(N3CCN(c4ccccc4)CC3)[nH]c2=O)cc1 | 7.4 | -10.4 |
| CCOC(=O)C1(Cc2ccccc2)NC(c2ccccc2F)C2C(=O)N(CC)C(=O)C21 (stereo not given) | 4.4 | 1.4 |
| O=C(c1cccc(F)c1)N1CCN(c2ccc([N+](=O)[O-])c(N3CCCCC3)c2)CC1 | -5.9 | . |
| CCCCC(=O)O | 9.1 | . |

In the list so far, these contain a COOH group:
| SMILES | RmlC RmlD mix | HIV RNase H inh |
| --- | --- | --- |
| O=C(O)C1C2C=CC(C2)C1C(=O)Nc1ccc(C(=O)N2CCCCC2)c(Cl)c1 (stereo not given) | -1.8 | 1.6 |
| CCc1ccc2c(c1)CCCN2C(=O)c1ccccc1C(=O)O | -1.2 | 2.2 |
| N#CC1=C(N)NC(SCC(=O)O)=C(C#N)C12CCCC2 | -2.8 | 24.2 |
| CC1(C)[C@@H](O)CC[C@]2(C)[C@H]3C(=O)C=C4[C@@H]5C[C@@](C)(C(=O)O)CC[C@]5(C)CC[C@@]4(C)[C@]3(C)CC[C@@H]12 | -4.9 | . |
| C[C@H](NC(=O)NC1CCCc2ccccc21)C(=O)O (stereo not given in full) | 10.5 | . |
| CCCCC(=O)O | 9.1 | . |

Next section
| SMILES | RmlC RmlD mix | HIV RNase H inh |
| --- | --- | --- |
| COC(=O)Cc1cnc(NC(=O)C2C3CCC(C3)C2C(=O)O)s1 (stereo not given) | 20.3 | -0.9 |
| Cc1cccc(C)c1OCC(O)CNC(C)(C)C (stereo not given) | -14.4 | . |
| COc1ccc(C)cc1N(CC(N)=O)S(=O)(=O)c1ccc(C)cc1 | -24.6 | -9.8 |
| COc1ccc2[nH]c3ccccc3c2c1 | . | -34.6 |
| COc1ccc(N2CCN(C(=O)CCNS(=O)(=O)c3ccc(Br)s3)CC2)cc1 | -11.0 | -24.7 |
| O=C(O)CCc1ccc(-c2ccccc2)n1NC(=O)c1sc2ccccc2c1Cl | 9.8 | . |
| O=C(Cn1nc(C(F)(F)F)c2c1CCCCC2)N1CCOCC1 | -15.5 | 16.1 |
| Cc1cc(C)c(C)c(C(=O)CSc2nnc(-c3ccc4[nH]c(C)c(C)c4c3)o2)c1C | -12.7 | . |
| O=C(C1CCCN1C(=O)c1cccs1)N1CCc2ccccc21 (stereo not given) | 12.2 | -6.7 |
| CCOC(=O)CCN(Cc1cccs1)S(=O)(=O)c1ccc(F)cc1 | 7.9 | 1.3 |
| Cn1c(CSCc2ccc(Cl)cc2)nnc1SCC(=O)Nc1nc2ccccc2s1 | -4.7 | . |
| [O-]/[N+](=C\c1ccc(OC(F)F)cc1)c1ccccc1 | -10.4 | -3.7 |
| CC1(C)CC(=O)C2=C(C1)NC(=O)CC2c1cc(F)ccc1F (stereo not given) | -9.5 | -0.1 |
| CCOC(=O)CSC1=C(C#N)C(=O)NC2(CCCCC2)S1 | 9.3 | 4.3 |
| COCCNC(=O)c1ccc(NS(=O)(=O)c2cc(C)ccc2C)cc1 | 5.6 | 0.8 |
| Cc1occc1C(=O)OCC(=O)Nc1ccc(F)cc1 | -8.3 | -5.5 |
| CCc1ccc2c(c1)C1(NN=C(c3ccccc3)S1)C(=O)N2 (stereo not given) | -15.7 | . |
| COc1cc(NC(=O)c2ccc(Br)o2)ccc1NC(=O)c1ccccc1Cl | -31.5 | 4.2 |
| CCCCC1=NN2C(=N)CC(=O)N=C2S1 | 7.0 | . |
| Cc1c(C#N)c2ccccc2n1CC(=O)NC(C)c1ccccc1 (stereo not given) | -1.4 | . |
| C/C(CCc1ccc2c(c1)OCO2)=N\N=C1\NC(=O)CC(C(=O)Nc2ccccc2)S1 (stereo not given) | 11.0 | . |
| CCn1c(=N)n(CC(=O)c2ccco2)c2ccccc21 | -22.8 | -9.7 |
| COc1ccc(C2/C=C\CN(C(=O)NC34CC5CC(CC(C5)C3)C4)CC(=O)N2Cc2ccc(F)cc2)cc1 (stereo not given) | 6.7 | . |
| CC(=O)N1N=C(c2cccc(Cl)c2)OC1c1ccc(C(C)C)cc1 (stereo not given) | 5.5 | . |
| Oc1c(Cl)cc(Cl)cc1/C=N/c1nccs1 | 10.4 | . |
| Cc1nc(SCC(=O)NCc2ccc(F)cc2)c2c(=O)n(C)c(=O)n(C)c2n1 | 9.6 | . |
| Cc1nn(-c2ccccc2)c2c1C(O)n1c(nc3ccccc31)S2 (stereo not given) | 5.0 | -1.5 |
| COc1cc2c(C(=O)N3CCN(C)CC3)c(C)oc2cc1Br | 8.6 | -3.4 |
| CC(C)C(=O)Nc1ccc(C(=O)N2CCN(C(=O)c3ccco3)CC2)cc1 | -9.8 | -16.1 |
| O=C(CCC(=O)N1CCc2ccccc21)Nc1ccccc1 | 2.8 | 11.6 |
| COCCNC(=O)c1ccc(C)c(S(=O)(=O)Nc2ccc(C)cc2)c1 | -28.9 | . |
| O=C1CCC(C(=O)N(Cc2ccco2)C2(C(=O)NC3CCCC3)CCCCC2)N1 (stereo not given) | -6.1 | -1.1 |
| O=C(NC1CCCc2ccccc21)C1CCN(S(=O)(=O)c2cccc3nsnc23)CC1 (stereo not given) | . | -4.8 |
| COc1cccc(C2=CC(=O)CC(C)(C)C2)n1 | -13.2 | . |
| O=C(Oc1ccc([N+](=O)[O-])cc1)c1ccc2ccccc2n1 | -16.0 | . |
| Cc1cc2ncn(S(=O)(=O)N3CCCCC3)c2cc1C | 4.5 | -69.2 |
| CCC1=NN(C(=O)C(=O)Nc2ccc(OC)cc2)C(O)(C(F)(F)F)C1 (stereo not given) | -4.4 | . |
| COc1ccc(C2CC(=O)C=C(NC3CCCC3)C2)cc1 (stereo not given) | 4.0 | . |
| CN1C(=O)/C(=C/c2ccc(N3CCCCCC3)o2)C(=O)NC1=S | -20.3 | . |
| CCOC(=O)N1CCC(NC(=O)c2ccc3c(=O)n4c(nc3c2)CCCC4)CC1 | -2.5 | -13.1 |
| CC(C)[C@H]1C(=O)O[C@H](C(C)C)C(=O)N(C)[C@@H](C(C)C)C(=O)O[C@H](C(C)C)C(=O)N(C)[C@@H](C(C)C)C(=O)O[C@H](C(C)C)C(=O)N1C | 1.0 | . |
